M. tuberculosis GlmU – inhibition of mycobacterial GlmU enzyme – biochemical, glucosamine-1-phosphate acetyltransferase (AID 1376); M. tuberculosis GlmU acetyltransferase enzyme assay; higher % means a stronger effect; inhibition, %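 (tested at 30 µM in the primary screen)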, or IC50 in µM where a hit was titrated; 0.25% of 220,000 active; in the data active means inhibition above about 13%;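 further: 0% = complete reaction with vehicle and 100% = reaction without substrate; strong numbers were not always called active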
RmlCD inh 1536 – inhibitors of Mycobacterium tuberculosis RmlC and RmlD coupled enzymes | RmlC+RmlD coupled enzyme assay, percent inhibition; primary screen in compound mixtures | inhibition, % at 3.6 µM | 0.03% of 160,000 active | AID 1533; in the data active means inhibition mostly above about 34%, no sharp cut-off; further: some results filed as inactive read as strong as hits
Target sequence (P9WH09 whole entry, looked up): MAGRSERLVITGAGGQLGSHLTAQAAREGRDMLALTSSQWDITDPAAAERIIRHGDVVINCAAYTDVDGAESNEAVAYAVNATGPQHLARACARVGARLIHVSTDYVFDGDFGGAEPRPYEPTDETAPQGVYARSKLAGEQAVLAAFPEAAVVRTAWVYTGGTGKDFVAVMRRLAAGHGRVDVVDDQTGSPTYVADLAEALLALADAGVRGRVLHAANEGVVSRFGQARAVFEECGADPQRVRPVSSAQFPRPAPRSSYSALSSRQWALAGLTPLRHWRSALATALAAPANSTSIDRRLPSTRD
Target sequence (P9WH11 whole entry, looked up): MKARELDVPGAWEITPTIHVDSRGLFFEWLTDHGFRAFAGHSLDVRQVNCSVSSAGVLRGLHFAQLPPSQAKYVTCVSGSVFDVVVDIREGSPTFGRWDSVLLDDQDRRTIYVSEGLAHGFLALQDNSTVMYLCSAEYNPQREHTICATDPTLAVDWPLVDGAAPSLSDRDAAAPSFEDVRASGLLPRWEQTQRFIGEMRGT
* hit, by the source's call; . = no result given. A portion of the library; rates above refer to the full screens.

Values run as follows: M. tuberculosis GlmU | RmlCD inh 1536
- Cc1ccsc1C(=O)OCC(=O)N1CCN(C(=O)c2ccco2)CC1
→ 0.1% | 11
- COc1cccc(C2=NOC(C(=O)NCc3ccccc3)C2)c1 (configuration not stated)
→ . | 4
- c1ccc(CN2C3=NCCCN3c3ccccc32)cc1
→ -1.2% | 9
- Cc1cccc(C2c3[nH]c4ccccc4c3CCN2C(=O)Cc2nc(-c3ccccc3)n[nH]2)n1 (configuration not stated)
→ -4.1% | .
- COc1ccc(OC)c2[nH]c(=O)c(CCNC(=O)c3ccc4c(c3)OCO4)cc12
→ -4.2% | 0
- NC(=O)c1cccc(S(=O)(=O)N2CC(c3ccccc3)CC2=O)c1 (configuration not stated)
→ 3.1% | 6
- Cc1ccc(S(=O)(=O)N2CCOCC2)cc1NC(=O)CNCc1ccccn1
→ -0.1% | -10
- COc1ccccc1Nc1nc(N)nc(CN2CCOCC2)n1
→ -4.2% | -5
- CC(NC(N)=O)C(=O)NCC(=O)OCc1ccccc1 (configuration not stated)
→ 0.9% | 9
- COc1cc(/C=N/NC(=O)CN(Cc2ccccc2)S(=O)(=O)c2ccc3c(c2)OCCO3)ccc1O
→ 2.6% | 4
- Cc1ccc(C2=NOC(=O)/C2=C\C=C\c2ccccc2)cc1
→ -6.0% | 5
- COc1ccc(C(=O)OCC(=O)Nc2ccc(F)c(F)c2)cc1OC
→ 0.7% | 5
- O=C(O)c1ccc2c(c1Sc1ccccc1)C(=O)c1ccccc1C2=O
→ 8.0% | 0
- Cn1c(C(=O)O)c(CC(=O)N2CCC(Cc3ccccc3)CC2)c2ccccc21
→ 3.9% | .
- Cn1c(SCCC(=O)O)nnc1-c1ccncc1
→ -1.1% | .
- CC1CCCCC12NC(=O)N(Cn1nnc3ccccc3c1=O)C2=O (configuration not stated)
→ 2.0% | .
- Cc1cc(C)cc(Nc2nc3c([nH]2)c(=O)n(C)c(=O)n3C)c1
→ -7.3% | 5
- CSCC[C@H](NC(=O)COc1ccc(Cl)cc1Cl)c1nc2ccccc2[nH]1
→ 5.7% | 4
- O=C(COC(=O)c1cc(S(=O)(=O)N2CCOCC2)c(Cl)cc1Cl)Nc1ncc(C(F)(F)F)cc1Cl
→ -4.4% | .
- COc1ccc(C2C3=C(CC(C)(C)CC3=O)Nc3c2c(=O)[nH]c(=O)n3Cc2ccccc2)cc1OC (configuration not stated)
→ 5.3% | .
- O=C(COC(=O)CCN1C(=O)/C(=C\C=C\c2ccccc2)SC1=S)Nc1ccc(Br)cc1
→ 0.7% | -10
- CCCCCCOc1ccc(OCC(O)CN2C(=O)NC(C)(C)C2=O)cc1 (configuration not stated)
→ 1.0% | .
- CCC(=O)Nc1nc(C)c(-c2csc(Nc3ccccn3)n2)s1
→ 0.8% | .
- O=c1[nH]c2cc(NCCO)c([N+](=O)[O-])cc2[nH]1
→ 0.0% | 16
- O=C(NC1=NCCS1)c1cc(-c2cccs2)nc2ccccc12
→ -2.5% | -6
- NS(=O)(=O)c1ccc(CNC(=O)/C=C/c2c(F)cccc2Cl)cc1
→ -0.7% | 9
- CCC(Sc1nncn1C)C(=O)Nc1nnc(-c2ccc(Cl)cc2)s1 (configuration not stated)
→ 6.3% | .
- O=C(O)c1cnn2c(C(F)(F)F)cc(-c3ccccc3)nc12
→ 0.1% | -7
- CCOC(=O)c1cc(C#N)c(SCC(N)=O)[nH]c1=O
→ 8.9% | -55
- COC(=O)CNC(=O)c1cccs1
→ 7.0% | 3

Compound profiles, as listed above. Values in the order: M. tuberculosis GlmU | RmlCD inh 1536
`c1ccc(CN2C3=NCCCN3c3ccccc32)cc1` across the screens: -1.2% | 9
`Cc1ccsc1C(=O)OCC(=O)N1CCN(C(=O)c2ccco2)CC1` across the screens: 0.1% | 11

The results go on.
Values run as follows: M. tuberculosis GlmU | RmlCD inh 1536
- Cc1ccnc(SCCn2c(N3CCC(C)CC3)nc3c2c(=O)n(C)c(=O)n3C)n1
→ 3.4% | .
- CN(C)c1cccc(C(=O)OCCNC(=O)c2cccc(S(=O)(=O)N3CCOCC3)c2)c1
→ 2.0% | -2
- O=C(NNC(=O)c1cc(OCC(F)(F)F)ccc1OCC(F)(F)F)c1ccc(Cl)c(Cl)c1
→ 0.3% | 11
- CC(NC(=O)c1sc2ccccc2c1Cl)C1CCCO1 (configuration not stated)
→ 5.5% | -10
- Cc1ccc(C)c(NC(=O)CN(C)S(=O)(=O)c2ccc(F)cc2)c1
→ 8.3% | 7
- CCOC(=O)c1ccc(NC(=O)C(=O)NCC2CCCO2)cc1 (configuration not stated)
→ 0.0% | .
- COc1ccc(C(=O)OCCN2CCOCC2)cc1OC
→ 1.5% | .
- CCCn1c(=O)c(C(=O)NCc2cccnc2)c(O)c2ccccc21
→ 8.4% | 106
- Cc1nc(C)n(C(C)CC(=O)O)n1 (configuration not stated)
→ -0.6% | -8
- CC(C)(C)c1ccc(/C([O-])=C(/C(=S)NCc2ccco2)[n+]2ccccc2)cc1
→ 5.4% | 21
- CCOc1ccc(Nc2nc(NCc3ccco3)nc(N)c2[N+](=O)[O-])cc1
→ 1.2% | 6
- COc1ccc(C(=S)N2CCN(c3cccc(Cl)c3)CC2)c(OC)c1
→ 2.3% | -7
- CCC(=O)Nn1c(C)nnc1C
→ -4.1% | 7
- Cc1ccc2c(c1)N(CC(=O)N1CCCCCC1)C(=O)CO2
→ -2.8% | 2
- COc1ccc(N2CC(C(=O)NCc3ccco3)CC2=O)cc1 (configuration not stated)
→ -0.6% | 8
- O=c1[nH]c(=S)n(C2CC2)c(O)c1C=NCc1ccc(F)cc1
→ -6.5% | -1
- O=C1Nc2ccc([N+](=O)[O-])cc2OC1CCN1CCCC1 (configuration not stated)
→ -7.8% | 18
- O=C(C1CCCN(Cc2cccs2)C1)N1CCCCCC1 (configuration not stated)
→ 2.5% | -8
- O=C(O)CN(c1ccccc1[N+](=O)[O-])S(=O)(=O)c1ccccc1
→ -6.2% | -13
- O=S(=O)([O-])CCC[n+]1c(SCCCS(=O)(=O)O)sc2ccc(Cl)cc21
→ 1.0% | 11
- COCCCN1C(=O)c2ccc(C(=O)Nc3ccc(OC)cc3OC)cc2C1=O
→ -2.7% | .
- CCC(CC)C(=O)Nc1cc(Cl)ccc1C
→ 2.6% | -13
- COC(=O)c1c(NC(=O)C2c3ccccc3Oc3ccccc32)sc(C)c1C
→ 0.3% | .
- CCn1c(CNc2ccccc2Cl)nnc1SCC(=O)OC1CCCCC1
→ 4.5% | 5
- CCOC(=O)CSC1=C(C#N)C(c2ccccc2)C(C(C)=O)=C(C)N1 (configuration not stated)
→ 2.6% | .
- O=C(Nc1ccc(F)cc1)Nc1ccccc1F
→ -4.7% | 10
- CCOc1cc(Cl)c(NC(=O)c2ccco2)cc1OCC
→ 5.2% | -7
- O=C(Cn1cnc2c(cnn2-c2ccccc2)c1=O)OCc1ccccc1
→ 4.5% | -2
- Cc1ccc(Cl)cc1N1CCN(Cc2nc3c(c(=O)[nH]c(=O)n3C)n2Cc2ccccc2F)CC1
→ -3.3% | .
- COCCNC(=O)CNC(=S)N(Cc1ccccc1)Cc1cccnc1
→ 1.6% | -11

Additional records:
Values run as follows: M. tuberculosis GlmU | RmlCD inh 1536
- CNc1nc(SC)nc2ccsc12
→ -2.5% | -3
- C=CCn1c(O)c(N=NC(=O)C(O)c2ccccc2)c2ccccc21 (configuration not stated)
→ -2.1% | .
- Cc1cc(N2C(=O)C(=O)/C(=C(/O)c3ccc(Cl)cc3)C2c2cccc(Br)c2)no1 (configuration not stated)
→ 5.0% | .
- Cc1ccc(OCC(O)CN2CCN(c3ccccn3)CC2)c(C)c1 (configuration not stated)
→ 2.9% | 3
- COc1cccc2cc(C(C)N(CCCN3CCOCC3)C(=O)Nc3ccccc3)oc12 (configuration not stated)
→ 0.4% | 7
- Cc1nc2ccccc2c2oc(C(=O)N3CCN(C4CCCCC4)CC3)cc12
→ 5.8% | 52
- CN(C)/C=C1\C=C(c2ccccc2)OC1=O
→ -4.7% | 12
- CCCN(CCC)C(=O)c1ccc2c(=O)n(Cc3ccco3)c(=S)[nH]c2c1
→ 3.0% | -12
- CCOc1ccc(OCC)c(NC(=O)C2COc3ccccc3O2)c1 (configuration not stated)
→ -3.8% | -8
- COc1ccc(CNC(=O)Cn2nnc3ccccc3c2=O)cc1
→ 9.2% | -13
- CSc1ccccc1NC(=O)CN(C)Cc1cccc(Cl)c1
→ 2.4% | 6
- COCCn1c(-c2ccc(Cl)cc2Cl)nc2c(c(=O)c3ccccc3n2C)c1=O
→ 5.2% | -12
- CCOC(=O)C1C(=O)NC(SC)=C(C#N)C1c1ccccc1F (configuration not stated)
→ -1.0% | .
- Cn1c(=O)c2c(nc(CN3CCC(C(N)=O)CC3)n2Cc2ccccc2Cl)n(C)c1=O
→ -1.3% | .
- CSc1ccccc1NC(=O)CSc1n[nH]c(N)n1
→ 0.2% | -8
- Cc1cccc(OCCCCCn2ccnc2)c1
→ -1.1% | 14
- Cc1cc(C)n(CC2CC(=O)N(c3ccc(C)c(Cl)c3)C2=O)n1 (configuration not stated)
→ -1.6% | 13
- CCN=c1scc(C)n1/N=C/c1ccc(O)c(O)c1O
→ 7.1% | 10
- COc1ccccc1NC(=O)C(C)N1CCN(C/C=C/c2ccccc2)CC1 (configuration not stated)
→ -3.4% | -9
- Cc1ccc(S(=O)(=O)N[C@H](C(=O)N2CCC(C(=O)N3CCC[C@H]3C(=O)O)CC2)C(C)C)cc1
→ 1.0% | .
- Cc1ccsc1/C=N\NC(=O)c1cc(C(C)(C)C)[nH]n1
→ 4.8% | -3
- COc1ccccc1CN1CC(C(=O)NCc2cccnc2)CC1=O (configuration not stated)
→ 7.7% | 2
- COc1ccc(N(CC(=O)N/N=C/c2ccco2)S(=O)(=O)c2ccccc2)cc1
→ -0.3% | .
- CCC(Sc1nccn1C)C(=O)Nc1cccc2ccccc12 (configuration not stated)
→ 7.9% | 22
- CCCCn1cnc(C(=O)OCC)c1N
→ 0.6% | .
- COc1cc(/C=C(/C(=O)c2cccs2)c2nc3ccccc3[nH]2)cc(OC)c1O
→ 3.3% | -13
- Cn1c(N)c(C(=O)COC(=O)CCC2CCCC2)c(=O)n(C)c1=O
→ 8.6% | -12
- Cn1nc(C(F)(F)F)c(C(=O)Nc2ccc(F)cc2F)c1Sc1cccc(Cl)c1
→ 3.9% | .
- COCCCNC(=S)NNC(=O)c1ccccn1
→ -2.1% | 9
- COC(=O)c1ccc(NC(=O)CSc2ccccn2)cc1
→ -2.1% | -2

Next part:
Values run as follows: M. tuberculosis GlmU | RmlCD inh 1536
- CC(C)N1CCc2c(sc(NC(=O)c3ccc(S(=O)(=O)N4CCOCC4)cc3)c2C(N)=O)C1
→ -2.2% | 8
- CCCOc1ccc(N2C(=O)CC(N(CCc3ccc(OC)c(OC)c3)C(=O)c3ccccc3)C2=O)cc1 (configuration not stated)
→ 2.2% | 3
- Cc1ccc(C(C(=O)NC(C)(C)C)N(Cc2cccs2)C(=O)c2csnn2)cc1 (configuration not stated)
→ 1.0% | .
- CCN(CC)S(=O)(=O)N1CCC(C(=O)NC2CCCC2)CC1
→ -1.1% | 0
- Cc1onc(-c2ccccc2)c1C(=O)N1CCCc2ccccc21
→ -2.9% | .
- CC(Oc1ccc2oc3ccccc3c2c1)C(=O)NC12CC3CC(CC(C3)C1)C2 (configuration not stated)
→ -3.8% | -4
- CCOc1ccc(NC(=O)c2ccc(-n3cccn3)nc2)cc1
→ -1.5% | .
- CN1CCN(NC(=O)c2cccc3ccccc23)CC1
→ 1.5% | -3
- CC(=O)c1c(C)[nH]c(C(=O)OCC(=O)Nc2cc(S(=O)(=O)N3CCCCC3)ccc2C)c1C
→ 1.0% | -16
- COCCNC(=O)c1ccccc1-c1ccccc1C(=O)O
→ 6.3% | .
- O=C(Nc1ccccc1F)Nc1ccc([N+](=O)[O-])cc1Cl
→ 1.2% | .
- CCN(CC)P(=O)(Nc1cccc(C(F)(F)F)c1)c1ccc(N(C)C)cc1NC(=O)c1ccco1 (configuration not stated)
→ -0.9% | 23
- Clc1ccc2nc(CN3CCCCCC3)cn2c1
→ 10% | .
- O=C(CCc1ccc(S(=O)(=O)NCc2ccccc2)cc1)NCC1CCCO1 (configuration not stated)
→ 9.6% | 29
- C=CCNC(=O)N1C2=NC(C(=O)OC)=C(C(=O)OC)[C@@H]3N(Cc4ccccc4)c4ccccc4[C@]23C[C@H]1C(=O)OC
→ 5.1% | .
- O=C(CSc1ccccn1)N1CCN(c2cccc(Cl)c2)CC1
→ 4.1% | .
- CC(=NCCc1ccccc1)C1=C(O)COC1=O
→ 0.4% | 11
- Fc1ccc(NC(=S)N2CCc3[nH]c4ccccc4c3C2)cc1
→ -5.2% | 2
- CCOc1cc(C(=S)N2CCCC2)ccc1OCC(=O)Nc1c(C)cc(C)cc1C
→ 6.2% | -9
- Cn1c(=O)n(C)c2cc(NS(=O)(=O)c3ccc(Cl)s3)ccc21
→ -3.4% | -7
- O=C(Cn1c(C(=O)NCCCN2CCOCC2)cc2sccc21)c1ccccc1
→ 7.1% | 11

Arranged by molecular weight (falling): part of the list above
Values run as follows: M. tuberculosis GlmU | RmlCD inh 1536
- CC(=O)c1c(C)[nH]c(C(=O)OCC(=O)Nc2cc(S(=O)(=O)N3CCCCC3)ccc2C)c1C
→ 1.0% | -16
- Cc1ccc(C(C(=O)NC(C)(C)C)N(Cc2cccs2)C(=O)c2csnn2)cc1 (configuration not stated)
→ 1.0% | .
- Cn1c(=O)n(C)c2cc(NS(=O)(=O)c3ccc(Cl)s3)ccc21
→ -3.4% | -7
- CCN(CC)S(=O)(=O)N1CCC(C(=O)NC2CCCC2)CC1
→ -1.1% | 0
- O=C(Nc1ccccc1F)Nc1ccc([N+](=O)[O-])cc1Cl
→ 1.2% | .
- CCOc1ccc(NC(=O)c2ccc(-n3cccn3)nc2)cc1
→ -1.5% | .

Assay outcomes from PubChem BioAssay.
